# Assay outcomes as filed in PubChem.
# NR3A LBD binder – modulates the human NR3A ligand-binding domain | NR3A LBD differential scanning fluorimetry, Tm shift; 0% = protein alone, 100% = glycine-bound protein | Tm shift relative to glycine control, % at 25 µM | actives 2.5% (n = 340,000);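 active = melting temperature shift of at least 10% of the positive control shift, at one fixed dose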
# CCR6 antag – antagonists of human CCR6 receptor; P51684; actives 0.49% (n = 340,000); inhibition, % at 20 µM; CHO-K1 CCR6 PathHunter beta-arrestin, luminescence, CCL20-stimulated;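 active = compounds whose inhibition of the agonist-driven luminescence signal at 20 µM reaches about 50%, limit read from the data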;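 also: cells stimulated with CCL20 at 14 nM final; plate controls were DMSO with CCL20 for no effect and DMSO without agonist for full effect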
# Target sequence (P51684 whole entry, looked up): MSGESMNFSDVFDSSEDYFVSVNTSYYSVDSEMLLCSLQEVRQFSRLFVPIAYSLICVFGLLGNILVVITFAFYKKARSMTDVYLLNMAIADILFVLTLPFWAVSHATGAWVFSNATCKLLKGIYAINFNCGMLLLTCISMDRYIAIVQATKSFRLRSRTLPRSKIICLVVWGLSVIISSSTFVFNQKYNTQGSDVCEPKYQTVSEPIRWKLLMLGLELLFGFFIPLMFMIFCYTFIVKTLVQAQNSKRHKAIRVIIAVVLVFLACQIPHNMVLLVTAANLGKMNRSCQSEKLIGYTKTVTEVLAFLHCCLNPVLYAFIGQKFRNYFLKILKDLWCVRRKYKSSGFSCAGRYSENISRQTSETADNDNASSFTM
# EBI2 antag – antagonists of human EBI2 receptor; actives 0.81% (n = 360,000); inhibition, % at 5 µM; EBI2 beta-arrestin recruitment, luminescence, 7a,25-OHC stimulated; P32249; in the data active = inhibition above about 38%;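 also: enzyme fragment complementation signal reports receptor beta-arrestin coupling in cells; 0% = agonist plus DMSO wells and 100% = wells without agonist; some results beyond the cut were filed as inactive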
# MPTP inh – blocks calcium-induced mitochondrial swelling | actives 1.4% (n = 360,000) | isolated mouse mitochondria, Ca2+ swelling absorbance, 30 min | inhibition, % at 10 µM;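 active = inhibition of 50% or more, scaled per plate between neutral and stimulator controls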;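 also: 0% = DMSO wells given calcium and 100% = 1 mM EGTA wells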
# APOBEC3A inh – blocks human APOBEC3A ssDNA deamination; inhibition, % at 20 µM; actives 0.41% (n = 330,000); recombinant A3A, FAM/TAMRA ssDNA deamination fluorescence; P31941;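 active = at least 40% inhibition at 20 µM here, with at most 30% in a related deaminase screen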;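 also: plate controls were A3A with DMSO for no effect and wells lacking A3A enzyme for full effect; some results filed as inactive read as strong as hits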
# Target sequence (P31941 whole entry, looked up): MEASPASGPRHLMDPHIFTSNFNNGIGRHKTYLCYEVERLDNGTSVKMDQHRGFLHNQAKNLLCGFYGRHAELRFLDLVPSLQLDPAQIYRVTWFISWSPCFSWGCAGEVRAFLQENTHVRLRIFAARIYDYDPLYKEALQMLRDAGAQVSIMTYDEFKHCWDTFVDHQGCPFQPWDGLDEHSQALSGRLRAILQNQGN
# CXCR6 block – blocks human CXCR6 beta-arrestin recruitment | CHO-K1 PathHunter CXCR6 beta-arrestin, luminescence | inhibition, % at 20 µM | actives 0.36% (n = 360,000) | AID 602244; in the data active = inhibition above about 34%, passing the limit was not always enough;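 also: antagonist mode with CXCL16 agonist at 10 nM final; 0% = 10 nM CXCL16 with DMSO and 100% = unstimulated wells without agonist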
# Target sequence (O00574 whole entry, looked up): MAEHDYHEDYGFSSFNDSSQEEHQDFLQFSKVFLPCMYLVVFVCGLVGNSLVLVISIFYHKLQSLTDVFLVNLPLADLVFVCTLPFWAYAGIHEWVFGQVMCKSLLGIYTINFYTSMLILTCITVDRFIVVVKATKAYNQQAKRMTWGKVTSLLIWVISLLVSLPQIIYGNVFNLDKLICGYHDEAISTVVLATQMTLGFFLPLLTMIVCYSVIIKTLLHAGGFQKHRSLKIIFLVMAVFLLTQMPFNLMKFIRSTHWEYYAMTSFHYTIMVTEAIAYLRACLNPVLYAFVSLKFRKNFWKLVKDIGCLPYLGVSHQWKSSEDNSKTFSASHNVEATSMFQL
# Gli-Sufu block – Gli-Sufu pathway antagonism | Sufu-KO-LIGHT fibroblasts, Gli luciferase reporter luminescence | inhibition, % at 5 µM | actives 0.74% (n = 340,000);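 active = inhibition above about 55%, limit read from the data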;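 also: 0% = DMSO-treated cells and 100% = wells with medium but no cells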
# APOBEC3G inh – APOBEC3G (human) deaminase inhibition; Q9HC16; recombinant A3G, ssDNA deamination FAM/TAMRA fluorescence; inhibition, % at 20 µM; actives 0.28% (n = 330,000); AID 493012;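 active = inhibition of at least 40% at 20 µM, with no more than 30% in the related APOBEC3A deaminase screen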;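 also: plate controls were DMSO wells with A3G for no effect and wells lacking A3G enzyme for full effect; some compounds called inactive have numbers as strong as hits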
# * hit, by the source's call; / = no result given.
1. CCN(CC)S(=O)(=O)c1ccc(/C=C/C(=O)OCC(=O)Nc2ccc(C(N)=O)cc2)cc1
2. CC(=NNC(=S)N(Cc1ccccn1)Cc1ccccn1)c1cnccn1
3. CC(C)N(C(=O)[C@H]1C[C@H](CC(=O)NCCCN(C)C)C(=O)N2CCc3c([nH]c4ccc(Cl)cc34)[C@]12C)C(C)C
4. Cc1ccc(CN2C(=O)c3ccccc3NC2c2ccccn2)cc1 (centres undefined)
5. Cc1cc2oc3ccc(NCCC4CCCN4C)cc3c(=O)c2cc1C (centres undefined)
6. COc1ccc(C(=O)N/N=C(\C)CC(=O)Nc2cccc(C(F)(F)F)c2)cc1
7. O=C(NCn1ccc(=O)[nH]c1=S)c1ccccc1
8. CCCCC12CN3CCN(CC(C3)/C1=N\NC(=O)Nc1ccccc1)C2

entry no.,1,2,3,4,5,6,7,8
CXCR6 block,3,-26,3,9,8,2,6,0
APOBEC3A inh,1,/,-2,-2,0,-3,4,-5
Gli-Sufu block,-2,90*,43,11,22,12,-1,-1
MPTP inh,-1.4,-1.0,-2.5,0.6,-3.1,2.6,1.4,12
APOBEC3G inh,-10,/,-3,-8,-3,-8,-4,-4
EBI2 antag,1,7,-4,-4,7,-5,0,-13
NR3A LBD binder,-1,1,-1,-1,0,-1,-1,2
CCR6 antag,8,-18,12,-4,46,-1,2,21

# Reprinted from the part before: two compounds, then new ones.
7. O=C(NCn1ccc(=O)[nH]c1=S)c1ccccc1
8. CCCCC12CN3CCN(CC(C3)/C1=N\NC(=O)Nc1ccccc1)C2
9. N#CCSc1ncccc1-c1nc2ccccc2[nH]1
10. CC1(c2ccccc2Cl)NC(=O)N(CC(=O)NCCC2=CCCCC2)C1=O (centres undefined)
11. COc1ccc([N+](=O)[O-])cc1NC(=S)NC(=O)C(C)(C)C
12. Cc1noc(C)c1S(=O)(=O)N(C)CC(=O)Nc1ccc(F)cc1
13. CSc1ccc(C#N)cc1NC(=O)c1ccc(Cl)cc1Cl
14. Cc1ccccc1N=C1NC(=O)/C(=C/c2cccn2C)S1
15. O=C(OCCOc1ccccc1)c1n[nH]c2ccccc12
16. COc1ccccc1NC(=O)CSc1nnc(-c2ccoc2C)n1CC1CCCO1 (centres undefined)

entry no.,7,8,9,10,11,12,13,14,15,16
CXCR6 block,6,0,-8,-1,8,0,-21,3,-4,1
APOBEC3A inh,4,-5,-6,-1,0,-2,-1,-2,4,0
Gli-Sufu block,-1,-1,13,-18,11,6,-8,2,-56,5
MPTP inh,1.4,12,2.0,-2.7,1.2,-0.8,1.7,2.9,1.4,-0.6
APOBEC3G inh,-4,-4,-9,-6,-2,-6,-3,-5,-3,-3
EBI2 antag,0,-13,-3,-11,2,0,5,11,-4,-3
NR3A LBD binder,-1,2,-1,2,0,-2,2,-2,-2,1
CCR6 antag,2,21,-4,-7,21,13,8,-1,9,9

# Sorted by length of the SMILES (rising): part of the list above.
9. N#CCSc1ncccc1-c1nc2ccccc2[nH]1
2. CC(=NNC(=S)N(Cc1ccccn1)Cc1ccccn1)c1cnccn1
10. CC1(c2ccccc2Cl)NC(=O)N(CC(=O)NCCC2=CCCCC2)C1=O (centres undefined)
6. COc1ccc(C(=O)N/N=C(\C)CC(=O)Nc2cccc(C(F)(F)F)c2)cc1
3. CC(C)N(C(=O)[C@H]1C[C@H](CC(=O)NCCCN(C)C)C(=O)N2CCc3c([nH]c4ccc(Cl)cc34)[C@]12C)C(C)C

entry no.,9,2,10,6,3
CXCR6 block,-8,-26,-1,2,3
APOBEC3A inh,-6,/,-1,-3,-2
Gli-Sufu block,13,90*,-18,12,43
MPTP inh,2.0,-1.0,-2.7,2.6,-2.5
APOBEC3G inh,-9,/,-6,-8,-3
EBI2 antag,-3,7,-11,-5,-4
NR3A LBD binder,-1,1,2,-1,-1
CCR6 antag,-4,-18,-7,-1,12

# The results go on.
17. Cc1ccc(-c2nc(CC(=O)Nc3cccc(S(=O)(=O)NC4=NCCC4)c3)cs2)cc1
18. Cc1ccc(/C=C2\SC(=O)N(CCNC(=O)C3CSC4(C)CCC(=O)N34)C2=O)cc1 (centres undefined)
19. CCCCC[C@H](O)/C=C/[C@@H]1[C@@H](C/C=C\CCCC(=O)OC)[C@@H](O)C[C@H]1O
20. CCOC(=O)C1=C(C)Nc2ccccc2N=C1NC(=O)Cc1ccc(Cl)c(Cl)c1
21. CSc1ccccc1C(=O)C1CCCN(C(=O)c2cncs2)C1 (centres undefined)
22. CCOn1c(=O)c(-c2cccs2)[n+]([O-])c2ccccc21
23. O=C1C2CC=C(Cl)CC2C(=O)N1CCC[n+]1ccccc1 (centres undefined)
24. CC1CCCCN1C(=O)CSc1nnc(-c2cccs2)o1 (centres undefined)

entry no.,17,18,19,20,21,22,23,24
CXCR6 block,-5,-9,9,0,7,12,-2,6
APOBEC3A inh,12,-2,-3,-7,-6,-7,-1,0
Gli-Sufu block,-6,2,3,34,-18,4,3,-16
MPTP inh,0.1,-2.1,0.7,-0.8,-1.0,1.5,2.5,0.1
APOBEC3G inh,1,-10,-7,-1,-8,-7,6,-2
EBI2 antag,-7,22,-10,-4,-7,-4,-5,-20
NR3A LBD binder,2,1,-17,0,-1,1,-2,-2
CCR6 antag,-2,5,4,19,2,28,-25,-3

25. CCOc1ccccc1OCCCC(=O)Nc1cccc(S(=O)(=O)N2CCOCC2)c1
26. CCC(C)(C)NC(=O)C(c1ccc(O)cc1)N(C(=O)Cn1nnc2ccccc21)c1ccc(NC(C)=O)cc1 (centres undefined)
27. CC(=O)c1c(C)[nH]c(C(=O)OCC(=O)NCCC(C)C)c1C
28. S=C(Nc1ccccc1)Nc1cccc(Br)c1
29. COC(=O)c1ccccc1NC(=O)CN1CCN(C23CC4CC(CC(C4)C2)C3)CC1
30. Nc1nc(N)c(-c2cccc(C(F)(F)F)c2)c(Cc2cccc(C(F)(F)F)c2)n1
31. S=c1[nH]nc(C2CCCCC2)n1/N=C/c1ccccc1Cl
32. NC(=O)c1ccsc1NC(=O)COC(=O)C1=NNC(=O)CC1

entry no.,25,26,27,28,29,30,31,32
CXCR6 block,2,-6,4,3,2,-8,10,-12
APOBEC3A inh,0,-3,0,0,-1,/,2,2
Gli-Sufu block,-3,-15,-4,-3,3,0,8,-8
MPTP inh,-1.1,0.4,3.3,90*,1.9,3.2,-1.5,0.7
APOBEC3G inh,-5,7,-10,-3,0,/,11,-10
EBI2 antag,-11,-12,-12,-8,3,0,-2,-1
NR3A LBD binder,0,1,-2,16*,-21,-22,-16,-3
CCR6 antag,9,-13,-2,10,13,0,18,-4

33. O=C(NC(=S)Nc1cccc(Cl)c1N1CCCCC1)c1cccs1
34. COc1cc2c(c(OC)c1OC)-c1ccc(OC)c(=O)cc1C(NC(=O)c1ccccc1)CC2 (centres undefined)
35. CC(NC(=O)CN(C)S(=O)(=O)c1cnc[nH]1)c1ccccc1 (centres undefined)
36. O=C(Nc1ccc(S(=O)(=O)N2CCCC2)cc1)c1cc(F)c(F)cc1Cl
37. COc1cc(CN2CCC(n3nccc3NC(=O)C3CCOC3)CC2)ccc1F (centres undefined)
38. Cc1cc(C)n(Cc2cc(C(=O)O)c3ccccc3n2)n1
39. O=C(CN1CCN(C2CCCCC2)CC1)Nc1ccccc1-c1ccccc1
40. O=[N+]([O-])c1ccc(Cl)cc1NCC1CCCO1 (centres undefined)

entry no.,33,34,35,36,37,38,39,40
CXCR6 block,16,-6,2,10,10,-10,8,4
APOBEC3A inh,0,/,1,-2,-4,-4,-4,-3
Gli-Sufu block,2,45,-13,-9,4,19,12,-2
MPTP inh,4.0,0.4,0.5,1.2,-1.0,0.3,0.1,-0.6
APOBEC3G inh,-3,/,-6,-5,-7,-9,-8,-2
EBI2 antag,13,-18,-5,2,-5,-5,-9,-12
NR3A LBD binder,10,1,0,-1,-3,1,-1,0
CCR6 antag,41,1,-5,14,2,-3,9,17

41. C=CCNC(=O)c1c(CSc2ccc(Cl)cc2)noc1C(=O)NCc1ccccc1
42. COc1ccc(S(=O)(=O)N2Cc3ccccc3CC2C(=O)O)cc1 (centres undefined)
43. Cc1cccc(NC(=O)CN2C(=O)S/C(=C\c3ccc(-c4cccc(C(=O)O)c4C)o3)C2=O)c1
44. CC(=O)Oc1ccc(-c2csnn2)cc1
45. COc1ccc(CNC(=S)Nc2cccc(C)c2)cc1
46. COc1ccc(NC(=O)c2cc(-c3ccccc3Cl)on2)cc1
47. CCCn1c(SCC(=O)NCc2ccc(OC)cc2)n[nH]c1=O
48. O=C(NCCc1ccccc1)/C(=C\c1ccccc1)NC(=O)c1ccco1

entry no.,41,42,43,44,45,46,47,48
CXCR6 block,5,0,/,0,-5,-9,-6,-5
APOBEC3A inh,0,18,6,-1,1,-5,3,-3
Gli-Sufu block,-6,7,-2,-9,-1,-11,-11,-4
MPTP inh,0.4,1.5,/,-1.4,-2.8,-1.0,-1.4,0.0
APOBEC3G inh,-7,3,4,-1,-2,-3,2,-6
EBI2 antag,1,3,/,0,-7,5,0,-15
NR3A LBD binder,-7,3,1,-7,-2,37*,2,2
CCR6 antag,22,-11,-3,-24,3,11,1,19

49. Cc1ccc(CNC(=O)c2oc3ccc(S(=O)(=O)N4CCOCC4)cc3c2C)cc1
50. COC(=O)c1c[nH]n2c(=O)cc(C)nc12
51. CCn1c(N)c(C(=O)NC2CCCCC2)sc1=S
52. COCCCNC(=O)c1ccc(CN2CCc3ccccc3C2)cc1
53. Cn1nnnc1SCC(=O)N1CCN(C(=O)c2ccco2)CC1
54. Cn1nc(C(F)(F)F)c(-c2ccccc2)c1NC(=O)CSCC(=O)O
55. NC(=O)/C(=C/c1ccco1)C(N)=S
56. COc1ccc2[nH]c3c(NCCCOC(C)C)ncnc3c2c1

entry no.,49,50,51,52,53,54,55,56
CXCR6 block,-5,-11,0,4,-8,-2,-7,-3
APOBEC3A inh,4,4,1,7,1,0,36,0
Gli-Sufu block,11,-2,-3,8,-4,-3,7,-26
MPTP inh,0.2,-0.9,-0.9,-1.7,-1.6,1.5,1.7,1.4
APOBEC3G inh,8,-4,-2,-6,-6,-7,59,-4
EBI2 antag,35,-7,2,-1,3,0,-7,18
NR3A LBD binder,-32,1,-1,3,1,1,1,/
CCR6 antag,-4,-12,1,0,-2,-4,-4,12

57. CCOC(=O)N1CCN(S(=O)(=O)c2c[nH]c(C(=O)OC)c2)CC1
58. CNc1ncnc2c1cnn2C1CCCCO1 (centres undefined)
59. COC(=O)CSc1nc(SCc2ccccc2Cl)nc2c1CCCC2
60. CCOc1ccc(NC(=O)CN2CCN(CC(=O)Nc3ccc(F)c(F)c3)CC2)cc1
61. C#CCOCCOCCOCCNc1nc(N2CCOCC2)nc(N2CCN(C(=O)Cn3cc(CCCCN)nn3)CC2)n1
62. CCN(CCN(C)C)C(=O)C1CCN(S(=O)(=O)c2c(C)noc2/C=C/c2ccccc2F)CC1

entry no.,57,58,59,60,61,62
CXCR6 block,6,6,7,-5,-2,2
APOBEC3A inh,-2,/,2,-1,/,-3
Gli-Sufu block,0,7,1,6,-12,2
MPTP inh,-1.7,-2.0,-5.0,2.1,-0.4,-1.2
APOBEC3G inh,-4,/,4,-1,/,-5
EBI2 antag,6,11,-7,-12,4,-8
NR3A LBD binder,-2,1,0,-4,0,0
CCR6 antag,-7,-3,18,1,0,32
